From PubChem BioAssay
U2OS ROS induce: raises reactive oxygen species in U2OS cancer cells; U2OS ROS induction, H2DCF-DA fluorescence; ROS induction (% of piperlongumine), % at 10 µM; hit rate 2% among 46,000; AID 624156; in the data active means ROS induction above about 79%, passing the limit was not always enough;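 further: 0% = DMSO vehicle median and 100% = reference compound median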
* marks the source's active call; other numbers are inactive results. An excerpt; the hit share may differ from the screen's.

Results for C[C@@H]1CN([C@@H](C)CO)C(=O)c2cccc(NC(=O)Nc3ccccc3)c2O[C@@H]1CN(C)S(=O)(=O)c1cn(C)cn1 ?
U2OS ROS induce: -5.0

What do the screens show for `C[C@]1(CO)CCC[C@]2(C)C3=C(C[C@@H](O)C12)C(=O)OC3` (some centres not stated)?
U2OS ROS induce: 12.1

What do the screens show for `C[C@@H]1CN([C@@H](C)CO)C(=O)c2cc(NS(=O)(=O)c3ccc(Cl)cc3)ccc2O[C@H]1CN(C)CC1CCCCC1`?
U2OS ROS induce: 0.4

How did C[C@H](CO)N1C[C@H](C)[C@H](CN(C)Cc2ccc(Oc3ccccc3)cc2)Oc2ccc(NC(=O)Nc3cccc4ccccc34)cc2C1=O do in these assays?
U2OS ROS induce: 5.4

What do the screens show for `Nc1ccc(C(=O)NCC2CCCN3CCCCC23)cc1` (configuration not stated)?
U2OS ROS induce: 17.6

Results for C[C@@H]1CN([C@H](C)CO)C(=O)Cc2cc(NC(=O)Cc3cn(C)c4ccccc34)ccc2O[C@H]1CN(C)C(=O)NC1CCCCC1 ?
U2OS ROS induce: -1.9

Results for C[C@H](CO)N1C[C@H](C)[C@@H](CN(C)S(=O)(=O)c2ccccc2)Oc2ccc(NC(=O)c3ccncc3)cc2C1=O ?
U2OS ROS induce: -5.8

Results for C[C@H]1CN([C@@H](C)CO)C(=O)c2cccc(NS(C)(=O)=O)c2O[C@H]1CN(C)S(=O)(=O)c1ccccc1 ?
U2OS ROS induce: 10.9

Results for C[C@H]1CN([C@@H](C)CO)C(=O)c2cccc(NC(=O)C3CCCCC3)c2O[C@@H]1CN(C)C(=O)NC1CCCCC1 ?
U2OS ROS induce: -1.5

What do the screens show for `CCOC(=O)c1c(NC(=O)CSc2nc3ccccc3[nH]2)sc2c1CCCC2`?
U2OS ROS induce: 29.1

Results for Cc1noc(C)c1S(=O)(=O)Nc1ccc2c(c1)C(=O)N([C@@H](C)CO)C[C@H](C)[C@H](CN(C)S(=O)(=O)c1ccc(Cl)cc1)O2 ?
U2OS ROS induce: -6.3

What do the screens show for `Cc1noc(C)c1S(=O)(=O)Nc1ccc2c(c1)CC(=O)N([C@@H](C)CO)C[C@H](C)[C@@H](CN(C)Cc1ccc(-c3ccccc3)cc1)O2`?
U2OS ROS induce: 54.3

How did CCC(C)NC(=O)c1cnn2c(C(F)(F)F)cc(-c3ccccc3)nc12 (configuration not stated) do in these assays?
U2OS ROS induce: 128.6*

How did COc1ccc(S(=O)(=O)Nc2cccc3c2O[C@H](CN(C)Cc2ccncc2)[C@H](C)CN([C@@H](C)CO)C3=O)cc1 do in these assays?
U2OS ROS induce: -2.6

How did Cc1ccc(S(=O)(=O)N(C)C[C@H]2Oc3c(NC(=O)Nc4c(C)noc4C)cccc3C(=O)N([C@@H](C)CO)C[C@@H]2C)cc1 do in these assays?
U2OS ROS induce: 10.0

The final four compounds of the part before open the next one.
What do the screens show for `Cc1noc(C)c1S(=O)(=O)Nc1ccc2c(c1)CC(=O)N([C@@H](C)CO)C[C@H](C)[C@@H](CN(C)Cc1ccc(-c3ccccc3)cc1)O2`?
U2OS ROS induce: 54.3

How did CCC(C)NC(=O)c1cnn2c(C(F)(F)F)cc(-c3ccccc3)nc12 (configuration not stated) do in these assays?
U2OS ROS induce: 128.6*

How did COc1ccc(S(=O)(=O)Nc2cccc3c2O[C@H](CN(C)Cc2ccncc2)[C@H](C)CN([C@@H](C)CO)C3=O)cc1 do in these assays?
U2OS ROS induce: -2.6

How did Cc1ccc(S(=O)(=O)N(C)C[C@H]2Oc3c(NC(=O)Nc4c(C)noc4C)cccc3C(=O)N([C@@H](C)CO)C[C@@H]2C)cc1 do in these assays?
U2OS ROS induce: 10.0

How did Cc1noc(C)c1NC(=O)Nc1cccc2c1O[C@H](CN(C)Cc1ccc(C(F)(F)F)cc1)[C@@H](C)CN([C@@H](C)CO)C2=O do in these assays?
U2OS ROS induce: -4.5

How did CCn1c(SCC(=O)Nc2cccc(SC)c2)nnc1-c1ccc(Br)cc1 do in these assays?
U2OS ROS induce: -2.8

Results for C[C@@H]1CN([C@@H](C)CO)C(=O)c2cccc(NS(=O)(=O)c3ccc(F)cc3)c2O[C@H]1CN(C)C(=O)Nc1ccc2c(c1)OCO2 ?
U2OS ROS induce: -3.8

How did COc1ccc(S(=O)(=O)N(C)C[C@H]2Oc3ccc(NC(=O)c4ccncc4)cc3CC(=O)N([C@H](C)CO)C[C@H]2C)cc1 do in these assays?
U2OS ROS induce: 0.9

Results for C[C@H]1CN([C@@H](C)CO)C(=O)c2cc(NC(=O)Cc3ccccc3)ccc2O[C@@H]1CN(C)C(=O)Nc1ccccc1 ?
U2OS ROS induce: 7.1

How did CCN(CC(=O)Nc1c(C)cc(C)cc1C)S(=O)(=O)c1ccc2ccccc2c1 do in these assays?
U2OS ROS induce: -0.6

How did C[C@H]1CN([C@@H](C)CO)C(=O)Cc2cc(NC(=O)Nc3ccc(C(F)(F)F)cc3)ccc2O[C@H]1CN(C)S(=O)(=O)c1cn(C)cn1 do in these assays?
U2OS ROS induce: -2.9

Results for C[C@H]1CN([C@@H](C)CO)C(=O)c2cc(NS(=O)(=O)c3ccc(F)cc3)ccc2O[C@H]1CN(C)C(=O)Nc1ccccc1 ?
U2OS ROS induce: -11.4

How did Cc1cc(C)n2nc(SC(C)C(=O)NC3CCCCCCC3)nc2n1 (configuration not stated) do in these assays?
U2OS ROS induce: -7.5

Results for COc1ccc(NC(=O)N(C)C[C@@H]2OCCCC[C@@H](C)Oc3ccc(NC(=O)C4CCCCC4)cc3C(=O)N([C@H](C)CO)C[C@@H]2C)cc1 ?
U2OS ROS induce: 10.3

How did C[C@H](CO)N1C[C@H](C)[C@H](CN(C)Cc2ccc(C(=O)Nc3ccccc3N)cc2)Oc2ccc(NC(=O)CCC(F)(F)F)cc2CC1=O do in these assays?
U2OS ROS induce: -7.3

Results for N#CCSC1=Nc2ccccc2C2=NC(CCC(=O)NC3CCCCC3)C(=O)N12 (configuration not stated) ?
U2OS ROS induce: 4.3

How did Cc1c(Cl)cccc1NC(=O)CSc1nnc(-c2cccc(Cl)c2)n1C do in these assays?
U2OS ROS induce: 3.3

What do the screens show for `C[C@H](CO)N1C[C@H](C)[C@H](CN(C)CC2CC2)Oc2ccc(N(C)C)cc2CC1=O`?
U2OS ROS induce: -0.1

What do the screens show for `CC(=O)c1cccc(-n2c(CCC(=O)O)ccc2-c2ccccc2)c1`?
U2OS ROS induce: 9.1

How did C[C@@H]1CN([C@@H](C)CO)C(=O)c2cc(NC(=O)Nc3ccc4c(c3)OCO4)ccc2O[C@H]1CN(C)S(=O)(=O)c1ccc(F)cc1 do in these assays?
U2OS ROS induce: 9.9

Results for O=C(CCCCCCC(=O)Nc1ccccc1O)N/N=C/c1cccc(O)c1 ?
U2OS ROS induce: 11.2

How did O=c1cc(-c2ccc(O)cc2)oc2cc(O[C@@H]3O[C@H](CO)[C@@H](O)[C@H](O)[C@H]3O[C@H]3OC[C@](O)(CO)[C@H]3O)ccc12 do in these assays?
U2OS ROS induce: -6.5

Results for Cc1cc(C)n(CCc2nc3c4ccccc4n(Cc4ccc(Cl)cc4)c(=O)n3n2)n1 ?
U2OS ROS induce: -7.2

What do the screens show for `C=CCc1ccc(O[C@@H]2O[C@H](CO)[C@@H](O)[C@H](O)[C@H]2O)c(O[C@@H]2O[C@H](CO)[C@@H](O)[C@H](O)[C@H]2O)c1`?
U2OS ROS induce: -3.9

Results for C[C@@H]1CCCCO[C@@H](CN(C)Cc2ccc(C(=O)Nc3ccccc3N)cc2)[C@@H](C)CN([C@H](C)CO)C(=O)c2cc(NS(=O)(=O)c3ccc(Cl)cc3)ccc2O1 ?
U2OS ROS induce: 22.5

What do the screens show for `Cc1ccc(S(=O)(=O)N(C)C[C@H]2Oc3ccc(NS(=O)(=O)c4ccc(Cl)cc4)cc3C(=O)N([C@@H](C)CO)C[C@H]2C)cc1`?
U2OS ROS induce: 11.3

Results for CC(C)NC(=O)Nc1ccc2c(c1)C(=O)N([C@H](C)CO)C[C@H](C)[C@H](CN(C)C(=O)c1ccncc1)OCCCC[C@@H](C)O2 ?
U2OS ROS induce: 1.8

Results for O=C(c1ccccc1)C(CC(=O)N1CCOCC1)c1ccccc1 (configuration not stated) ?
U2OS ROS induce: -9.8

Results for C[C@H]1CN([C@@H](C)CO)C(=O)Cc2cc(NC(=O)Nc3cccc4ccccc34)ccc2O[C@H]1CN(C)Cc1ccc(C(F)(F)F)cc1 ?
U2OS ROS induce: 10.9

What do the screens show for `COc1ccc(NC(=O)Nc2ccc3c(c2)C(=O)N([C@H](C)CO)C[C@@H](C)[C@@H](CN(C)Cc2ccccc2)O3)cc1`?
U2OS ROS induce: -2.3

Results for C[C@H]1CN([C@@H](C)CO)C(=O)c2cccc(NS(=O)(=O)c3ccccc3)c2O[C@@H]1CN(C)S(=O)(=O)c1ccccc1 ?
U2OS ROS induce: 0.3

Results for C[C@@H]1CCCCO[C@@H](CN(C)Cc2ccc(C(=O)Nc3ccccc3N)cc2)[C@@H](C)CN([C@H](C)CO)C(=O)c2cc(NC(=O)c3ccncc3)ccc2O1 ?
U2OS ROS induce: 45.8

Results for O=C(c1ccccc1)C1CN(C2CCS(=O)(=O)C2)CCC1(O)c1ccccc1 (configuration not stated) ?
U2OS ROS induce: -5.4

Results for C[C@@H]1CN([C@@H](C)CO)C(=O)c2cccc(NC(=O)CCCCCC(=O)Nc3ccccc3N)c2O[C@@H]1CN(C)C(=O)Nc1ccc(C(F)(F)F)cc1 ?
U2OS ROS induce: -6.6

What do the screens show for `CCOC(OCC)P(=O)(O)CCCNCc1ccc(Cl)c(Cl)c1`?
U2OS ROS induce: 8.1

How did COc1ccc(NC(=O)N(C)C[C@@H]2Oc3c(NC(=O)Nc4ccc5c(c4)OCO5)cccc3C(=O)N([C@H](C)CO)C[C@H]2C)cc1 do in these assays?
U2OS ROS induce: -6.6

What do the screens show for `C[C@@H]1CCCCO[C@H](CN(C)Cc2ccc3c(c2)OCO3)[C@@H](C)CN([C@H](C)CO)C(=O)c2cc(NC(=O)c3ccccc3)ccc2O1`?
U2OS ROS induce: 7.9

Results for C[C@@H]1CN([C@@H](C)CO)C(=O)CCCn2cc(nn2)CO[C@H]1CN(C)C(=O)Nc1ccnc(N2CCOCC2)c1 ?
U2OS ROS induce: -15.2

What do the screens show for `COc1cc(C(=O)Nc2ccc(Oc3ncnc4sc(C)c(C)c34)cc2)cc(OC)c1OC`?
U2OS ROS induce: 104.3*

What do the screens show for `C[C@@H]1CN([C@H](C)CO)C(=O)Cc2cc(NC(=O)CCN3CCOCC3)ccc2O[C@H]1CN(C)C(=O)Nc1ccc(F)cc1`?
U2OS ROS induce: 11.2

Results for C[C@H](CO)N1C[C@H](C)[C@H](CN(C)S(=O)(=O)c2cn(C)cn2)Oc2c(NC(=O)C3CC3)cccc2C1=O ?
U2OS ROS induce: 0.0

What do the screens show for `Cc1ccc(-n2nc(C)c3c(C)c(CCC(=O)NCc4cccs4)c(C)nc32)cc1`?
U2OS ROS induce: 34.5

How did COC(=O)c1ccccc1NC(=O)CNC(=O)c1ccccc1 do in these assays?
U2OS ROS induce: -0.4

What do the screens show for `CCOC(=O)c1cnc(S/C=C/C(=O)c2ccc(Cl)cc2)nc1N`?
U2OS ROS induce: 0.4

How did O=C(CC1(O)C(=O)Nc2ccc(Cl)cc21)c1ccccn1 (configuration not stated) do in these assays?
U2OS ROS induce: 11.0

Results for CC(C)OC(=O)c1cccnc1SCc1cc(=O)n2ccccc2n1 ?
U2OS ROS induce: -9.8

How did C=CCOC(=O)[C@@H]1[C@H]2C(=O)O[C@H](c3ccccc3)[C@H](c3ccccc3)N2[C@H](c2ccc(OCCOC(=O)[C@@H]3C[C@@H]4C(=O)N[C@@H](Cc5ccccc5)C(=O)N4[C@@H]3c3cccc(OCCO)c3)cc2)[C@@]12C(=O)Nc1ccc(I)cc12 do in these assays?
U2OS ROS induce: -12.4

How did CC(=O)NCc1nc2ccccc2n1Cc1ccccc1 do in these assays?
U2OS ROS induce: -1.1

Results for COc1ccccc1COc1ccc2c3c(c(=O)oc2c1C)CCCCC3 ?
U2OS ROS induce: 9.9

Next section; it opens with the four that closed the last part.
Results for CC(C)OC(=O)c1cccnc1SCc1cc(=O)n2ccccc2n1 ?
U2OS ROS induce: -9.8

How did C=CCOC(=O)[C@@H]1[C@H]2C(=O)O[C@H](c3ccccc3)[C@H](c3ccccc3)N2[C@H](c2ccc(OCCOC(=O)[C@@H]3C[C@@H]4C(=O)N[C@@H](Cc5ccccc5)C(=O)N4[C@@H]3c3cccc(OCCO)c3)cc2)[C@@]12C(=O)Nc1ccc(I)cc12 do in these assays?
U2OS ROS induce: -12.4

How did CC(=O)NCc1nc2ccccc2n1Cc1ccccc1 do in these assays?
U2OS ROS induce: -1.1

Results for COc1ccccc1COc1ccc2c3c(c(=O)oc2c1C)CCCCC3 ?
U2OS ROS induce: 9.9

What do the screens show for `Cc1noc(C)c1S(=O)(=O)N(C)C[C@H]1OCc2cn(nn2)CCCC(=O)N([C@@H](C)CO)C[C@H]1C`?
U2OS ROS induce: 28.0

What do the screens show for `Cc1cc(C)n2nc(CC(=O)NC3CCCCCCC3)nc2n1`?
U2OS ROS induce: -9.1

How did Cc1ccc(S(=O)(=O)N(C)C[C@H]2Oc3ccc(NC(=O)Cn4cnnn4)cc3CC(=O)N([C@@H](C)CO)C[C@@H]2C)cc1 do in these assays?
U2OS ROS induce: -1.9

Results for COC(=O)c1ccccc1NC(=O)CSc1nnnn1C1CCCCC1 ?
U2OS ROS induce: 7.9

What do the screens show for `COc1ccc(NC(=O)N(C)C[C@@H]2Oc3ccc(NC(=O)Nc4ccc(F)cc4)cc3CC(=O)N([C@H](C)CO)C[C@@H]2C)cc1`?
U2OS ROS induce: 3.0

What do the screens show for `COc1ccc(CN(C)C[C@@H]2Oc3ccc(NS(=O)(=O)c4ccc(C)cc4)cc3C(=O)N([C@H](C)CO)C[C@H]2C)cc1`?
U2OS ROS induce: 14.7

How did Cn1c(=O)c2c(nc(NCCN3CCOCC3)n2Cc2cccc(F)c2)n(C)c1=O do in these assays?
U2OS ROS induce: 1.2

How did C[C@H]1CN([C@@H](C)CO)C(=O)c2cc(NC(=O)Nc3ccc(C(F)(F)F)cc3)ccc2O[C@@H]1CN(C)C do in these assays?
U2OS ROS induce: -1.8
